BRCA1 expr up = BRCA1 expression activation; MCF7-BRCA1-FFLuc reporter, luminescence, 48 h; response scale: scaled: vehicle 0%, 10 µM genistein 100%; Potency, µM (doses to about 46.1 µM), for the others: at the top dose activation, usual class: activators; 1.1% of 380,000 active; AID 624202; further: potency means the concentration at half of the fitted maximal effect; nearly all actives have a fitted effect of over 80% in size; some results filed as inactive show a strong effect at the top dose
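Using MCF7 cells harboring a BRCA1 firefly luciferase reporter, plated 2 h before compound pinning, the screen measured luminescence after 48 h incubation. Responses were normalized to DMSO and 10 microM genistein, then fitted for concentration-effect.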
TRPV1 ag = activates the human vanilloid receptor TRPV1; Q8NER1; TRPV1-expressing cells, Fluo-8 calcium influx, agonist mode; activation, % at 8.33 µM; 0.19% of 320,000 active; AID 540275; in the data active means activation above about 80%; inconclusive means between about 30% and that limit; further: 0% is about no effect
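Fluo-8 calcium influx in TRPV1-expressing cells, kinetic read (ex 480/em 520 nm). Compound added and read 3 min for agonist activity, followed by capsaicin at EC20 final and 2 min further read for enhancement.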
Integrin act MD = activates integrin-mediated alleviation for muscular dystrophy; 0.064% of 350,000 active; Potency, µM (highest dose often 38.3 µM), for the others: at the top dose activation, usual class: activators; alpha7betagal myoblasts, beta-gal FDG fluorescence, 48 h;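 further: potency means the concentration at half of the fitted maximal effect; 100% = response of the positive control SU9516; nearly all actives have a fitted effect of over 60% in size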
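alpha7betagal+/- myoblasts (passage 13, 250/well) treated 48 h at 37C with compounds at 1:260 dilution of DMSO stock. Lysed, then beta-galactosidase activity read as FDG fluorescence (ex 480/em 540) after 30 min, with pre-read for autofluorescence.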
B2AR arrestin = agonists driving beta-arrestin recruitment to human beta2-adrenergic receptor. P07550. beta-arrestin recruitment to beta2AR, cell-based reporter. Potency, µM (doses to about 46.1 µM), for the others: top-dose activation, actives largely listed as activators. 0.02% of 330,000 active;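 further: potency means the concentration at half of the fitted maximal effect; 0% = DMSO controls and full agonism = EC100 isoproterenol or metaproterenol; nearly all actives have a fitted effect of over 65% in size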
Target sequence (P07550 whole entry, looked up): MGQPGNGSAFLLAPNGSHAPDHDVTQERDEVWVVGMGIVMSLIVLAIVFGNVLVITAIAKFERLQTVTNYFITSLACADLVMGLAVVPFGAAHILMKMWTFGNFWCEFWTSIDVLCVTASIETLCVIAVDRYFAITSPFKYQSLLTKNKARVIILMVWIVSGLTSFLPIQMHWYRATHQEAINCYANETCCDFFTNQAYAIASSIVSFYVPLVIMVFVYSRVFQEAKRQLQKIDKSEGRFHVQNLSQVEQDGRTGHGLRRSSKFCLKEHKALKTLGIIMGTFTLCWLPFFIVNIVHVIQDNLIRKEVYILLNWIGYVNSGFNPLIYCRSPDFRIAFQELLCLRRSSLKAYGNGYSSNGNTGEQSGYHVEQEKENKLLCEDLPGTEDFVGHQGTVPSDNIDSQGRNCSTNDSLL
ELG1 repair inh = ELG1-dependent DNA repair inhibition; HEK293T ELG1-luciferase reporter, luminescence, 16 h; DNA damage induced by 5-fluorouridine; Potency, µM (titrated, usually from 46.1 µM), without a hit: at the highest dose activity change, negative = inhibition, usual class: inhibitors; 2.3% of 330,000 active; AID 504467; further: potency means the concentration at half of the fitted maximal effect; on the % scale 0 is the no-effect control and ±100 the full control effect; nearly all actives have a fitted effect of over 55% in size
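Reporter activity after DNA damage by 5-fluorouridine is monitored. Compound-treated cells incubate 16 hr at 37 °C, then ONE-Glo is added for 30 min before luminescence reading.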
AT treatment = candidate therapy for ataxia-telangiectasia; […] A-T fibroblasts, KAP-1 phosphorylation AlphaLISA; neocarzinostatin DNA damage 30 min before lysis; Potency, µM (highest dose often 57.5 µM), without a hit: top-dose activation, usual class: activators; 0.19% of 320,000 active; further: potency means the concentration at half of the fitted maximal effect; % of control where 0% means no effect; nearly all actives have a fitted effect of over 45% in size
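hTERT-immortalized A-T patient fibroblasts ([…]), 500 cells/well in OPTI-MEM, 1% FBS, got compounds for 60 min, then NCS for 30 min at 37C. Lysates were then assayed for phospho-KAP-1 by AlphaLISA (anti-pKAP1 donor, anti-KAP1 acceptor beads), 6 hr at 25C.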
TCR activator = activates T cell receptor signaling | primary human leukocytes, anti-CD3, IL-2 HTRF, 48 h | Potency, µM (titrated, usually from 9.22 µM), inactives show at the top dose activation of IL-2 secretion, most hits filed as activators | 330,000 tested, under 10 active; further: % of control where 0% means no effect
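Human primary leukocytes + a-CD3 beads + cpd, 48 hr; IL-2 in supernatant by HTRF (ex 320nm / em 665nm). No co-stimulatory signal supplied.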
p53 reactivation = re-activators of mutant p53; H1299 p53-A138V BP100-luciferase reporter, luminescence, 24 h; Potency, µM (highest dose often 92.2 µM), for the others: at the top dose activity change, positive = activation, usual class: activators; 0.063% of 320,000 active; AID 504706; further: potency means the concentration at half of the fitted maximal effect; % of control where 0% means no effect; nearly all actives have a fitted effect of over 45% in size
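H1299 (p53-null), stable ts p53-A138V + BP100-Luc; 1000 cells/well, Opti-MEM/10% FBS; cpd 4 pt, 1:5; 24 h, 37 deg C, 5% CO2; detection reagent 10 min RT; luminescence.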
CXXC DNA block = inhibitors of human MLL CXXC domain-DNA interaction. Q03164. MLL-CXXC / FITC-HOXA9 DNA fluorescence polarization. Potency, µM (highest dose often 115 µM), without a hit: top-dose activity change, negative = inhibition, most hits filed as inhibitors. 0.037% of 290,000 active. AID 2662; active means well fitted inhibition curve with a large enough effect in the polarisation, with a control signal flat, not every such curve was filed as active; inconclusive means small, poorly fitted or top-dose-only effect, or effect the other way, or a change in a side signal; inactive means no such curve, though single readings can be large or run the other way; the % refers to the polarisation; further: potency means the concentration at half of the fitted maximal effect
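Steps: dispense CXXC domain solution (7 uM) → pin compounds or unlabeled HOX-A9 DNA control → 5 min ambient → add FLSN-HOX-A9 solution (50 nM) → spin → 30 min ambient → fluorescence polarization. Tris pH 7.5/NaCl/DTT/BSA buffer.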
PTAP TSG101 blk = blocks PTAP/TSG101 interaction to inhibit HIV-1 budding; Q99816; Fluorescence polarization, FITC-PTAP peptide / Tsg101 binding; Potency, µM (top dose mostly 115 µM), without a hit: top-dose activity change, negative = inhibition, actives largely listed as inhibitors; 340,000 tested, under 10 active; AID 493005; active means well fitted inhibition curve with a large enough effect in the main read-out, with a control signal flat, not every such curve was filed as active; inconclusive means small, poorly fitted or top-dose-only effect, or effect the other way, or a change in a side signal; inactive means no such curve, though single readings can be large or run the other way; further: potency means the concentration at half of the fitted maximal effect; % of control where 0% means no effect
Target sequence (Q99816 whole entry, looked up): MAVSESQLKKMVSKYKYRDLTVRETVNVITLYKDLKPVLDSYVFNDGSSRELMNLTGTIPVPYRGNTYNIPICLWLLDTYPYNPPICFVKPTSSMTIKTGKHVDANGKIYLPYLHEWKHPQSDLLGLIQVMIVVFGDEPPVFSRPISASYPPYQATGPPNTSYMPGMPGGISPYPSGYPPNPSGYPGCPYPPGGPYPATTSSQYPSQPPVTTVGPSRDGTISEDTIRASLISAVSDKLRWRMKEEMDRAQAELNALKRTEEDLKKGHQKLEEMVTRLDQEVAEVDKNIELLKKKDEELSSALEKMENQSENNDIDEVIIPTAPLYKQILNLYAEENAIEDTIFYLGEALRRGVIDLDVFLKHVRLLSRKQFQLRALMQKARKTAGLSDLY
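Compounds were pin-transferred onto Tsg101 binding domain (10 uM final) in HEPES pH 7.5 buffer, then FITC-PTAP peptide was added at 50 nM final. After 20 min at RT, polarization reported peptide displacement across a qHTS concentration series.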
Numbers without * were called inactive; ? = inconclusive; . = not tested or not shown; & = joins results of further samples; [ ] = another dose, or the depositor's remark. Unless noted, the call rests on the fitted dose curve; in most records, active means well fitted curve in the direction sought with a large enough effect; inconclusive means small, poorly fitted or top-dose-only effect, or another doubt; inactive means no such curve, though single readings can be large; an effect the other way counts as inactive or inconclusive.

SMILES | BRCA1 expr up | TRPV1 ag | Integrin act MD | B2AR arrestin | ELG1 repair inh | AT treatment | TCR activator | p53 reactivation | CXXC DNA block | PTAP TSG101 blk
CS(=O)(=O)Nc1ccc(C2=NN(C(=O)c3ccccc3)C(c3cccs3)C2)cc1 (stereo unspecified) | -10% | -1 | 37% | -0.6% | ? | 1% | 2% | -12% | 11% | -3%
Cc1ccccc1C(CC(=O)c1cccs1)C(C#N)C#N (stereo unspecified) | -64% | -1 | -48%[inhibitor] | -0.4% | ? | 7% | 1%[46.1 µM] | ? | 10% | -2%
Cc1cc(F)ccc1S(=O)(=O)N1CCCOC1CNC(=O)C(=O)NCc1ccccn1 (stereo unspecified) | -7% | -1 | 21% | 0.2% | 2% | -9% | -5% | -13% | 15% | -2%
CC(=O)c1cn(CCC(C)C)c(=O)[nH]c1=O | -5% | -1 | -3% | -0.3% | -13% | 6% | 2%[46.1 µM] | -5% | 0% | 0%
CCC(C)c1ccc(O)c(NC(=O)c2ncn[nH]2)c1 (stereo unspecified) | 1% | . | 17% | -0.1% | -3% | -3% | -1% | 17% | 16% | -5%
CCCOC(=O)c1c(NC(=O)C2C3C=CC(C3)C2C(=O)O)sc2c1CCC(C)C2 (stereo unspecified) | -6% | 0 | 18% | 0.1% | 7% | -7% | -11% | 8% | -5% | -8%
COC(=O)c1c(NC(=O)c2ccccc2)sc(C(N)=O)c1C | -56% | 1 | 6% | -0.3% | -8% | -2% | -10% | -2% | 1% | -4%
Cc1ccc(NC(=O)C2CCCN2C(=O)OCc2ccccc2)c(O)c1 (stereo unspecified) | -16% | 3 | -24% | 0.0% | -1% | 21% | 12% | 4% | 6% | -3%
Cc1ccc(NS(=O)(=O)c2cc3c4c(cccc4c2)C(=O)NC3=O)cc1C | -27% | -1 | -50%[inhibitor] | -1.1% | 16µM* | -3% | -1% | -6% | -1% | -12%
N#CC1=C(N)C(C#N)(C#N)C(c2cccnc2)C2CCCC=C12 (stereo unspecified) | . | 1 | . | -0.1% | 7.3µM* | 10% | . | -1% | -1% | .
CCOC(=O)/C(C#N)=C/NC(=O)NC(C)(C)C | 5% | 1 | -3% | 0.1% | -8% | 0% | -3% | -1% | -2% | -7%
Cc1ccc(OCc2cc(C(=O)N(C)Cc3nccn3C)no2)cc1C | 25% | 0 | 0% | 0.2% | 5% | 23% | 3% | 30% | -1% | 2%
Cn1ncc(Cl)c1C(=O)N1CCN(C23CC4CC(CC(C4)C2)C3)CC1 | -4% | 5 | -28% | -0.8% | 10% | ? | 3% | 21% | -4% | 0%
CN1CCC(N(C)S(=O)(=O)c2ccc(Cl)cc2)CC1 | 6% | 3 | 17% | -1.0% | 8% | -6% | -2% | 5% | -2% | -4%
COC(=O)c1ccncc1C(=O)Nc1ccc(Oc2ncc(C(F)(F)F)cc2Cl)cc1 | -12% | 0 | ? | -1.4% | 9% | ? | -44% | 6% | 53%[activator] | -8%
O=S(=O)(Cc1ccc(Cl)cc1)c1ccccc1-c1nnc(-c2ccc(Cl)cc2)o1 | -40% | 0 | -10% | -0.3% | ? | 4% | -3% | -3% | 22% | -7%
CCN(CC)S(=O)(=O)c1cc(NC(=O)CCn2[nH]c(=O)ccc2=O)ccc1C | 13% | . | ? | 0.4% | ? | 0% | 4% | 4% | . | -1%
NCCc1cnc[nH]1 | 4%&0% | -2&3 | . | -1.2%&0.7% | 4%&1% | -1%&18% | -15%&-2% | 0%&4% | -2%&10%&11% | -1%&-11%
Cc1ccc(CNC(=O)CCn2cc(-c3ccc(F)cc3)nc2-c2ccncc2)cc1 | 0% | 8 | 22% | 0.0% | -14% | 10% | -2% | 5% | . | .
C=CCn1c(-c2csc3ccccc23)n[nH]c1=S | -25% | 0 | -6% | 5.0% | -6% | -4% | 3% | -5% | -8% | -6%
COc1ccc(NS(=O)(=O)c2c(C)n(C)c(=O)n(C)c2=O)cc1OC | 21% | . | -9% | -0.7% | -3% | 14% | -5% | 2% | 0% | -1%
CCOC(=O)C1=C(c2ccccc2)N=c2s/c(=C\c3cccc(O)c3)c(=O)n2C1c1cccs1 (stereo unspecified) | -76% | ? | -69%[inhibitor] | 3.3% | -1% | 7% | . | -2% | -7% | -2%
COc1cc(CN2CCCC(C(=O)Nc3ccccc3Oc3cccnc3)C2)ccc1F (stereo unspecified) | -27% | -2 | -16% | 3.6% | 7% | 3% | 3% | -14% | 1% | 5%
Cc1ccc(-c2noc(CN(C)C(=O)c3ccc(Br)o3)n2)cc1 | 9% | 14 | -28% | 0.1% | 0% | 26% | 2% | 0% | . | 1%
CCOC(=O)Cc1c(C)nc2c(-c3ccc(Cl)cc3)c(C)nn2c1C | -70% | 2 | 14% | 0.0% | ? | 10% | 2% | 8% | 8% | -6%

In the list so far, these have two or more sulfur atoms.
SMILES | BRCA1 expr up | TRPV1 ag | Integrin act MD | B2AR arrestin | ELG1 repair inh | AT treatment | TCR activator | p53 reactivation | CXXC DNA block | PTAP TSG101 blk
CS(=O)(=O)Nc1ccc(C2=NN(C(=O)c3ccccc3)C(c3cccs3)C2)cc1 (stereo unspecified) | -10% | -1 | 37% | -0.6% | ? | 1% | 2% | -12% | 11% | -3%
C=CCn1c(-c2csc3ccccc23)n[nH]c1=S | -25% | 0 | -6% | 5.0% | -6% | -4% | 3% | -5% | -8% | -6%
CCOC(=O)C1=C(c2ccccc2)N=c2s/c(=C\c3cccc(O)c3)c(=O)n2C1c1cccs1 (stereo unspecified) | -76% | ? | -69%[inhibitor] | 3.3% | -1% | 7% | . | -2% | -7% | -2%

Taken from above.
CCN(CC)S(=O)(=O)c1cc(NC(=O)CCn2[nH]c(=O)ccc2=O)ccc1C @ B2AR arrestin: 0.4%
N#CC1=C(N)C(C#N)(C#N)C(c2cccnc2)C2CCCC=C12 (stereo unspecified) @ AT treatment: 10%

New compounds follow:
SMILES | BRCA1 expr up | TRPV1 ag | Integrin act MD | B2AR arrestin | ELG1 repair inh | AT treatment | TCR activator | p53 reactivation | CXXC DNA block | PTAP TSG101 blk
O=C(O)CSCC(=O)N1CCN(Cc2ccc3c(c2)OCO3)CC1 | 0% | -4 | ? | 0.3% | -3% | -7% | 1% | -1% | 31%[activator] | -2%
O=S(=O)(Cc1ccccc1)c1cnc2ccccc2n1 | -36% | -1 | -49%[inhibitor] | 0.0% | 2% | 6% | 1% | -23% | 0% | 0%
Cc1ccc(Nc2nc(C(=O)NCC3CCCO3)cs2)cc1 (stereo unspecified) | 50% | ? | 13% | 0.1% | 6% | 27% | -3% | 11% | -12% | -5%
Cc1c(NC(=O)CSc2nnnn2-c2ccc(O)cc2)c(=O)n(-c2ccccc2)n1C | -3%[1.84 µM] | 0 | -2% | 0.5% | 0% | . | 2% | 2% | -7% | -3%
COc1ccccc1N1CCN(C(=O)C(=O)c2cn(CC(=O)N3CCOCC3)c3ccccc23)CC1 | -28% | 0 | 22% | -1.0% | 5% | 4% | 11% | -3% | 21% | -2%
COc1ccc(-c2ccc(-c3nnn(CC(=O)N4CCOCC4)n3)cc2)cc1 | 1.4µM* | 2 | -7% | -0.3% | ? | -1% | 0% | . | -7% | -4%
COC(=O)c1cc(Nc2cc(C)c3c(O)cccc3n2)cc(C(=O)OC)c1 | -26% | -5 | -22% | 3.2% | ? | 5% | -1% | -2% | 4% | -4%
O=C1NC2(CCCCC2)C(=O)N1/N=C/c1ccc(O)cc1O | 12% | -1 | 16% | -0.1% | 11% | -3% | 1% | 18% | 8% | -5%
CC(C)(C)c1nnc(NC(=O)C2c3ccccc3Oc3ccccc32)s1 | -3% | 2 | -9% | -0.3% | ? | -6% | 6% | 9% | -3% | -1%
CC(=O)Nc1sc2c(c1C(c1ccc(F)cc1)N1CCOCC1)CCCC2 (stereo unspecified) | -50% | ? | 17% | 0.1% | -14% | 1% | 1% | -4% | 9% | 0%
O=C(CN1C(=O)C2C3CC(C(Br)C3Br)C2C1=O)Nc1ccc(C(=O)O)cc1 (stereo unspecified) | -1% | -1 | -3% | 0.1% | -5% | 7% | 3% | 14% | -19% | 0%
CCOCCCNC(=O)C1CCN(Cc2cccc(OCc3ccccc3)c2)CC1 | -13% | -8 | -22% | -0.9% | 14% | 1% | . | . | -3% | 0%
COc1ccc(OC)c(NC(=O)CSc2nnc(NC(=O)c3ccco3)s2)c1 | -1% | -5 | 11% | -0.5% | -14% | 7% | -3% | -3% | 6% | .
CC(=O)Nc1ccc(S(=O)(=O)N2CCN(CC3CC4C=CC3C4)CC2)cc1 (stereo unspecified) | -27% | 0 | 0% | -0.8% | -2% | 0% | -3% | -1% | -1% | -1%
COC(=O)[C@H](CCSC)NC(=O)Nc1cccc(C)c1C | -3% | 1 | 4% | -0.6% | 0% | 4% | -2% | 16% | -12% | -3%

Screening results from PubChem.
